PPC-1+TRAIL kill: kills PPC-1 cancer cells in the presence of TRAIL | PPC-1 cells + TRAIL, ATPLite viability luminescence | cell killing (% activity), % at 4 µM | 0.41% of 220,000 active;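 active = cell killing above 50% in the first pass at 4 µM, then a duplicate retest at 5 µM averaging 50% or more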;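 note: plate controls were cells with TRAIL plus DMSO for no effect and medium-only wells lacking cells for full effect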
TNF death inh: TNF-alpha cell death inhibition in Jurkat FADD-/- cells; Jurkat FADD-/- TNF necroptosis rescue, ATP luminescence, 24 h; 0 = TNF only, 100 = no-TNF cells; activation (protection from cell death), % at 10 µM; 0.068% of 220,000 active; AID 463075;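 active = activation, meaning protection from cell death, of at least 50% relative to plate controls; inactive = activation below 50%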;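 note: necroptosis triggered by 40 ng/mL TNF-alpha added together with compound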
CHOP inhibitor: inhibitors of CHOP induction in ER stress response; CHO-K1 CHOP-promoter luciferase, tunicamycin-induced, 15-18 h; inhibition, % at 10 µM; 3.8% of 220,000 active; AID 2732;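 active = compounds that reduced the stress-induced luciferase reporter signal by more than about 70% of percent inhibition, limit read from the data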;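 note: 0% = tunicamycin plus vehicle and 100% = wells without tunicamycin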
The depositor's hits bear a star; · = no result given; & = joins results of further samples; [ ] = remark or other dose.

Compound	PPC-1+TRAIL kill	CHOP inhibitor	TNF death inh
CC(=Nc1ccc2c(c1)CCC2)c1c(O)n(C)c(=O)n(C)c1=O	-10.7	·	·
Cn1ncnc2c(=O)n(C)c(=O)nc1-2	89.3*[5 µM]	·	·
CCNC(=O)[C@H]1O[C@@H](n2cnc3c(N)ncnc32)C(O)[C@H]1O (stereo partly specified)	·	-16.9	·
COc1ccc2c(c1)C13CCCCC1C(C2)N(C)CC3 (stereo unspecified)	·	-7.5	·
c1ccc2c(c1)[I+]c1ccccc1-2	·	52.5	·
N#CC(C#N)=Cc1cc(O)c(O)c(O)c1	·	-2.9	·
CCN(CC)C(=O)N[C@@H]1C[C@@H]2c3cccc4[nH]cc(c34)C[C@H]2N(C)C1	·	-5.2	·
NCc1cc(=O)[nH]o1	·	4.8	·
CCCC[N+]1(C)C2CC(OC(=O)[C@H](CO)c3ccccc3)CC1C1OC12 (stereo partly specified)	·	-15.5	·
CC1(C(=O)O)C2CCC(O2)C1(C)C(=O)O (stereo unspecified)	·	-4.1	·
CC(=O)NCCc1c[nH]c2ccccc12	·	24.8	·
C=C(C)[C@H]1CN[C@H](C(=O)O)[C@H]1CC(=O)O	·	-5.4	·
NCCCP(=O)(O)O	·	-34.8	·
CCCCc1ccc(C(=O)O)nc1	·	8.4	·
CN1CCc2cc(O)cc3c2[C@H]1Cc1ccc(O)c(O)c1-3	·	0.5	·
COc1cc(C(O)CN)ccc1O (stereo unspecified)	·	-12.1	·
CCS(=O)(=O)Nc1cccc(C(=C2CCCCC2)c2cnc[nH]2)c1	·	-20.3	·
O=C1NCN(c2ccccc2)C12CCN(CC1COc3ccccc3O1)CC2 (stereo unspecified)	·	-3.9	·
CCCN(CCC)[C@@H]1CCc2c(F)ccc(O)c2C1	·	-15.2	·
C[C@@H]1O[C@@H](O[C@H]2C[C@@H](O)[C@]3(CO)[C@@H]4C(CC[C@]3(O)C2)[C@@]2(O)CC[C@H](C3COC(=O)C3)[C@@]2(C)C[C@H]4O)[C@H](O)[C@H](O)[C@H]1O (stereo partly specified)	·	16.4	·
CCCN(CCC)[C@H]1CCc2c(F)ccc(O)c2C1	·	-4.2	·
CCn1cnc2c(Nc3cccc(Cl)c3)nc(N[C@@H]3CCCC[C@@H]3N)nc21	·	-5.3	·
CCCCC/C=C\C/C=C\C/C=C\C/C=C\CCCC(=O)NCC(=O)O	·	-2.0	·
CC1=NN=C(c2ccc(N)cc2)c2cc3c(cc2C1)OCO3	·	18.4	·
CN1C2CCC1CC(OC(c1ccccc1)c1ccc(Cl)cc1)C2 (stereo unspecified)	·	7.7	·
CN(C(=O)Cc1ccc(Cl)c(Cl)c1)C(CN1CCCC1)c1cccc(OCC(=O)O)c1 (stereo unspecified)	·	-3.9	·
CCCN1CCC[C@H](c2cccc(O)c2)C1	·	34.1	·
COc1ccc2[nH]c3c(c2c1)CCNC3	·	1.0	·
CC(C)Oc1cccnc1N(C)C1CCN(Cc2ccccc2)CC1	·	6.4	·
O=C(O)c1cc[c]([Hg][Cl])cc1	·	-24.9	·

19 entries from above, arranged by molecular weight, low to high:
Compound	PPC-1+TRAIL kill	CHOP inhibitor	TNF death inh
NCc1cc(=O)[nH]o1	·	4.8	·
COc1ccc2[nH]c3c(c2c1)CCNC3	·	1.0	·
C=C(C)[C@H]1CN[C@H](C(=O)O)[C@H]1CC(=O)O	·	-5.4	·
CC1(C(=O)O)C2CCC(O2)C1(C)C(=O)O (stereo unspecified)	·	-4.1	·
CCCN1CCC[C@H](c2cccc(O)c2)C1	·	34.1	·
CCCN(CCC)[C@H]1CCc2c(F)ccc(O)c2C1	·	-4.2	·
COc1ccc2c(c1)C13CCCCC1C(C2)N(C)CC3 (stereo unspecified)	·	-7.5	·
c1ccc2c(c1)[I+]c1ccccc1-2	·	52.5	·
CC1=NN=C(c2ccc(N)cc2)c2cc3c(cc2C1)OCO3	·	18.4	·
CCNC(=O)[C@H]1O[C@@H](n2cnc3c(N)ncnc32)C(O)[C@H]1O (stereo partly specified)	·	-16.9	·
CC(=Nc1ccc2c(c1)CCC2)c1c(O)n(C)c(=O)n(C)c1=O	-10.7	·	·
CC(C)Oc1cccnc1N(C)C1CCN(Cc2ccccc2)CC1	·	6.4	·
CCN(CC)C(=O)N[C@@H]1C[C@@H]2c3cccc4[nH]cc(c34)C[C@H]2N(C)C1	·	-5.2	·
CN1C2CCC1CC(OC(c1ccccc1)c1ccc(Cl)cc1)C2 (stereo unspecified)	·	7.7	·
O=C(O)c1cc[c]([Hg][Cl])cc1	·	-24.9	·
CCCCC/C=C\C/C=C\C/C=C\C/C=C\CCCC(=O)NCC(=O)O	·	-2.0	·
O=C1NCN(c2ccccc2)C12CCN(CC1COc3ccccc3O1)CC2 (stereo unspecified)	·	-3.9	·
CCn1cnc2c(Nc3cccc(Cl)c3)nc(N[C@@H]3CCCC[C@@H]3N)nc21	·	-5.3	·
CN(C(=O)Cc1ccc(Cl)c(Cl)c1)C(CN1CCCC1)c1cccc(OCC(=O)O)c1 (stereo unspecified)	·	-3.9	·

The listing continues:
Compound	PPC-1+TRAIL kill	CHOP inhibitor	TNF death inh
N[C@@H](Cn1ccc(=O)[nH]c1=O)C(=O)O	·	-12.3	·
O=C(Cc1ccc(Cl)c(Cl)c1)N1CCCCC1CN1CCCC1 (stereo unspecified)	·	4.9	·
CN1CCc2cccc(Cl)c2CC1	·	-7.9	·
CC1OC1P(=O)(O)O (stereo unspecified)	·	2.1	·
Cc1sc2ccccc2c1CC1=NCCN1	·	-17.4	·
CC(=O)OCC1=C(C(=O)[O-])N2C(=O)[C@@H](NC(=O)CCC[C@@H](N)C(=O)[O-])[C@H]2SC1.[Zn+2]	·	-14.7	·
CN1CCC(c2c[nH]c3ccc(O)cc23)CC1	·	2.8	·
Cc1ccc(C)c(NC(=O)CSc2nnc([C@@H](N)Cc3c[nH]c4ccccc34)o2)c1	19.7	8.6	·
C=C1C(=O)O[C@@H]2C[C@@H](C)[C@H]3C=CC(=O)[C@]3(O)C[C@@H]12	-5.1	-20.1	-7.3
CC[N+](CC)(CC)CC	0.1	6.0&16.1	2.5
O=P1(Oc2ccccc2)C[C@@H](O)[C@@H](O)[C@H](COCc2ccccc2)O1 (stereo partly specified)	10.9	-2.0	1.0
O=P1(Oc2ccccc2)CC=C[C@H](COCc2ccccc2)O1 (stereo partly specified)	1.1	1.8	-0.5
CCC(C)C1NC(=O)C(C(C)=O)=C1O (stereo unspecified)	-9.9	10.5	2.0
CN1OCC2Cn3c(nc4ccccc43)C21 (stereo unspecified)	7.5	3.6	1.8

Screening data as filed in PubChem BioAssay.

Not all compounds are listed; rates above refer to the full screens.
